RBBP9 inhibitor – human RBBP9 hydrolase inhibition; O75884; recombinant RBBP9, FP-Rh probe fluorescence polarization; inhibition, % at 7.94 µM; 0.2% of 220,000 active; AID 1515;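 active = inhibition above the campaign mean of all tested compounds plus 3 SD, cut at about 14% in these data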;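 also: plate controls were DMSO wells with RBBP9 for no effect and wells lacking RBBP9 protein for full effect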
Target sequence (O75884 whole entry, looked up): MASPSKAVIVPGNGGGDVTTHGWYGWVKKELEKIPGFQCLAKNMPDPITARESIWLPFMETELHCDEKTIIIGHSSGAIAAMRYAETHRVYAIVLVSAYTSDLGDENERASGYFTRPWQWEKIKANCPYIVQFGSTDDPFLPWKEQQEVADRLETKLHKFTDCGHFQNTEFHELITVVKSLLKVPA
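Measured by – fluorescence polarization · Test system – RBBP9 protein · Input – 2.5 µM RBBP9 dispensing solution, before mixing · Measure – percent inhibition from mP, scaled between DMSO and no-protein wells · Benchmarks – DMSO-treated enzyme wells and wells lacking RBBP9 · Times – preincubation 30 min plus labeling 45 min at 25 °C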
Runt-CBFb FRET – blocks binding of human RUNX1 Runt domain to CBFb. Q01196+Q13951. Cerulean-Runt/Venus-CBFb FRET ratio 530/480, 1 h. inhibition, % at 20 µM. 0.46% of 220,000 active;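 active = inhibition over about 50% at 20 µM in the single-dose screen, limit read from the data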;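 also: 0% = DMSO wells and 100% = excess unlabeled CBFb competitor control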
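Schedule: protein complex preformed 1 h, compound exposure 1 h, room temperature, dark; test system: Cerulean-labeled Runt domain protein; amount: 100 nM per protein; buffer or medium: Tris 50 mM pH 7.5, KCl, K2SO4, 0.01% BSA; read-out: loss of energy transfer signal; detection: FRET fluorescence; controls: 5 µM unlabeled CBFb as full-inhibition high control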
Runt-SMMHC FRET – inhibitors of human RUNX1 Runt domain binding to CBFb-SMMHC; 0.74% of 220,000 active; inhibition, % at 20 µM; Cerulean-Runt/Venus-CBFb-SMMHC FRET ratio 530/480, 1 h;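 active = mean inhibition across duplicate retests at 20 µM reaching about 50%, limit read from the data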;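 also: 0% = DMSO wells and 100% = wells with excess untagged CBFb-SMMHC; inhibitors lower the FRET ratio by blocking Runt binding to CBFb-SMMHC; some results filed as inactive read as strong as hits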
Calpain2 inh – calpain II (pig) inhibition | inhibition, % at 16 µM | 0.37% of 220,000 active | purified calpain II, fluorogenic peptide substrate, 30 min | AID 1236;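 active = inhibition above about 50%, limit read from the data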
NCF1 inh – p47phox (human) inhibition. AID 1274. p47phox/p22phox peptide binding, fluorescence polarization, 2 h. P14598. inhibition, % at 24.7 µM. 0.53% of 220,000 active;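 active = inhibition above about 30%, limit read from the data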;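 also: 0% = p47phox with labelled peptide and 100% = labelled peptide alone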
TbHK1 inh – blocks Trypanosoma brucei hexokinase 1 activity; recombinant TbHK1, G6PDH-coupled NADH A340; inhibition, % at 10 µM; 0.11% of 220,000 active;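 active = inhibition of 50% or more in the single-dose primary screen; inactive = inhibition below 50%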
Furin inhibitor – blocks human furin protease activity | P09958 | purified furin, fluorogenic substrate cleavage | inhibition, % at 30 µM | 0.061% of 220,000 active | AID 463115; in the data active = inhibition above about 25%; also: inactives centre near -15
Target sequence (P09958 108-714 limits assumed): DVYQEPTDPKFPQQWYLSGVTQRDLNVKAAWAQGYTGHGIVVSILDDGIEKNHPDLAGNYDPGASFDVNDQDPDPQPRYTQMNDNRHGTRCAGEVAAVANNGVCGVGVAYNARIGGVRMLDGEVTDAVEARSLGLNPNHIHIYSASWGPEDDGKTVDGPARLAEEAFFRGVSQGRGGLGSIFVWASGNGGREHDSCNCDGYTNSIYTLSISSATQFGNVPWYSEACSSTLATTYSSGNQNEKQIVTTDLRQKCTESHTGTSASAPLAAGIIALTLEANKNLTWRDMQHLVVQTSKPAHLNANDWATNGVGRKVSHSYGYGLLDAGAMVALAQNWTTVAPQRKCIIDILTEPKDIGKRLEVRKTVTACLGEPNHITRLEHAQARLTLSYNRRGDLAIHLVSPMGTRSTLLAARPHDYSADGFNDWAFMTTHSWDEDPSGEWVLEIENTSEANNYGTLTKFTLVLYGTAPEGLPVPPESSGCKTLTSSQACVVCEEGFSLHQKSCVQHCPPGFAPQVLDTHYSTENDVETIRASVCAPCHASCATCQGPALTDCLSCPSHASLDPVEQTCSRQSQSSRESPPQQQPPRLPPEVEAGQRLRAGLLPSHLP
EBV gp42 block – EBV gp42 inhibition | Q1HVG2 | Fluorescence polarization binding assay, mP read-out | inhibition, % (tested at 21.74 µM) | 0.42% of 220,000 active | AID 1085; in the data active = inhibition above about 50%
Target sequence (Q1HVG2 whole entry, looked up): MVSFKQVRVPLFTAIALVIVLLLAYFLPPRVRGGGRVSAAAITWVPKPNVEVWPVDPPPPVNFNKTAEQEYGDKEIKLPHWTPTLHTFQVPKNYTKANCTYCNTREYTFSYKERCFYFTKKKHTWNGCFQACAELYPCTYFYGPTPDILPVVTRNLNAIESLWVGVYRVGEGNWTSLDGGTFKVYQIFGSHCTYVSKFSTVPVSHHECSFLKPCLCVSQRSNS
p97 inhibitor – blocks human p97 ATPase activity | P55072 | recombinant p97 ATPase, Kinase-Glo ATP luminescence, 3 h | inhibition, % at 8 µM | 0.42% of 220,000 active | AID 1481; in the data active = inhibition above about 15%;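 also: 0% = DMSO vehicle and 100% = wells lacking enzyme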
* hit, by the source's call; i = inactive; x = not tested or not shown; [ ] = dose if it differs, or a comment.

Structure,RBBP9 inhibitor,Runt-SMMHC FRET,NCF1 inh,Calpain2 inh,TbHK1 inh,EBV gp42 block,p97 inhibitor,Runt-CBFb FRET,Furin inhibitor
COc1ccc2cc(C(=O)C3CCCN(C(=O)Cc4c(C)noc4C)C3)ccc2c1 (centres undefined),-1,-3,2,i,-24,-14,-5,-5,-51
O=S(=O)(NCCOc1ccccc1Cl)c1ccc2oc3ccccc3c2c1,-24,x,x,x,1,x,0,x,-6[20 µM]
COc1cc([N+](=O)[O-])ccc1NC(=O)/C=C/C(=O)O,-6,-3,0,-13,-17,-18,1,3,-22
Cn1c(N)c(C(=O)c2cc(-c3ccccn3)nc3ccccc23)c(=O)[nH]c1=O,2,2,-16,0,-15,-22,-4,-1,-3
CCC(C(=O)O)P(=O)(c1ccc(Cl)cc1)c1ccc(Cl)cc1 (centres undefined),-7,-6,-4,22,2,-17,5,2,-23
Cc1cc2nc(-c3ccccn3)c(-c3ccccn3)nc2cc1C,-6,1,-12,-9,-41,-6,-22,-2,-7
Cc1cc(C)n2c(SCC(=O)NC3CCCCC3)nnc2n1,-7,0,-2,-42,7,1,-2,0,-10
O=C(CCSc1ccc(Cl)cc1)NCc1ccncc1,-6,-4,-1,7,-4,0,1,0,-32
C=CCSc1nnc2nc3c(nn12)c1cc(C)ccc1n3CC=C,-7,-1,5,23,-15,-11,-2,-6,-24
Cc1oc(C(C)(C)C)cc1C(N)=O,-7,-3,-5,16,-4,-10,8,1,-5
CCCn1c(SC2C(=O)CC(C)(C)CC2=O)nc2c1c(=O)n(C)c(=O)n2C,-11,-4,-1,-1,-4,-11,3,0,-23
C=C(C)C1CC=C(C)/C(=N\NC(=S)Nc2ccc(C)cc2)C1 (centres undefined),5,5,-13,10,33,-11,1,5,-11
Cc1ccc(-c2ccc(SCC(=O)Nc3cc(C)on3)nn2)cc1,-8,6,-8,-1,6,-1,5,2,-34
CCOC(=O)c1c(C)[nH]c(C(=O)COC(=O)CCS(=O)(=O)c2ccc(C)cc2)c1C,-2,-4,-11,2,24,-8,2,-3,-7
O=c1[nH]nc(Cc2ccccn2)c2ccccc12,-9,0,-2,15,-2,-12,6,-3,-27
C/C(O)=C(\N=Nc1cc(C)ccc1O)C(N)=O,-2,-17,2,-24,-10,-18,2,-6,-16
CCC(C)NC(=O)CN(C)S(=O)(=O)c1ccc2c(c1)c(=O)n(C)c(=O)n2C (centres undefined),-12,1,-4,0,-7,7,-4,5,-22
COc1c(C)cc(NC(=O)c2ccc3c(c2)NC(=O)CO3)cc1C,0,0,-4,7,-4,-12,2,1,-14
O=C(CN(C1CC1)S(=O)(=O)c1ccc(S(=O)(=O)NC2CCCCC2)cc1)Nc1ccccc1,-11,-21,-6,-18,-2,2,8,-1,-19
O=C(Nc1ccc(CN2CCCCC2)cc1)c1ccc(Br)o1,4,-7,-15,12,-9,-4,-2,-2,-12[20 µM]
CCCc1cc(=O)[nH]c(SCC(=O)N2CCN(S(=O)(=O)c3ccccc3)CC2)n1,-3,3,-3,3,35,-26,1,0,-14
O=C(CNc1cccc2ccccc12)N/N=C/C=C/c1ccco1,0,5,-1,-17,-78,5,1,16,-8
Nc1nc2nn(-c3ccccc3)nc2c(=O)[nH]1,-5,0,4,-329,-13,-13,-2,-2,-53
c1ccc(C2c3c(ccc4ccccc34)Oc3ncn4nc(-c5ccco5)nc4c32)cc1 (centres undefined),8,4,-7,-12,-10,-20,4,4,-7
CCOC(=O)CNCCC(=O)c1ccc(Br)cc1,-11,20,-14,-6,3,2,6,18,-32
Cc1ccc(NC(=O)CSc2nnc(-c3ccncc3)n2C)cc1S(=O)(=O)N1CCOCC1,-1,-3,-8,-20,1,-7,3,0,-14
COc1cc(O)c(C(CCN2CCCC(C)C2)c2ccc(N(C)C)cc2)c(OC)c1 (centres undefined),x,3,15,-14,-4,-5,x,3,-22
CC(C)c1nc(SCC(=O)c2c[nH]c3ccccc23)n[nH]1,-1,-5,-8,13,-15,-22,9,1,-9
COc1ccc(NS(=O)(=O)c2ccc(NC(=S)NC(=O)/C=C/c3ccc(C)cc3)cc2)nn1,0,-6,-3,4,-11,4,4,-8,-16
CC1=CC(C)(C)N(C(=O)CN2C(=O)c3ccccc3C2=O)c2ccccc21,-1,2,-6,22,-7,3,-4,0,-3
S=C(NCc1ccc(Cl)cc1)NC1CCCCC1,-2,5,-12,15,40,-27,5,-2,-20
O=C(COC(=O)Cn1nnc2ccccc21)Nc1ccccc1Br,-1,-1,-7,-2,0,-12,6,3,-9
COc1ccc(NC(=S)NCCN2CCC(C)CC2)cc1,3,0,-7,10,10,-6,0,1,-2
Cc1ccc(S(=O)(=O)N2CCC(C(=O)N3CCC[C@H]3C(=O)NC3CCS(=O)(=O)C3)CC2)cc1 (some centres undefined),-7,-8,4,25,-5,-8,3,1,-15
C/C(Cl)=C\CSc1nnc2n(N)c(=O)c3ccccc3n12,-4,-5,-6,-3,-1,-26,4,-1,-18
Brc1ccc2c(c1)C(c1cccnc1)=NNC(c1cccs1)=N2,-7,-3,-1,-4,25,0,7,-1,-15
CCN(CC)C(=O)c1sc2[nH]c(=S)n(-c3ccccc3)c(=O)c2c1C,-4,0,-6,-7,-34,-18,-3,3,-7
CCn1nc(C(=O)N[C@@H](CCSC)c2nc3ccccc3[nH]2)c2ccccc2c1=O,-7,3,-15,21,-8,6,3,0,-18[20 µM]
O=C(Nc1ccccn1)NC12CC3CC(CC(C3)C1)C2,-6,2,-7,3,-16,-6,-5,-2,-25
Cc1ccc(-c2nnc(Sc3nc4ccccc4o3)c3ccccc23)cc1,-4,0,-7,-52,1,-15,3,x,-5[20 µM]
N#C/C(=C\c1cccc(NC(=O)c2ccccc2Cl)c1)C(=O)NCCc1ccccc1,-2,0,-25,-78,-2,-16,9,2,-17
O=C(N/N=C\c1cccnc1)C1c2ccccc2Oc2ccccc21,-8,1,-10,14,4,-7,0,-1,-23
CC(C)(C)C1CCC(=NNc2ccc(S(N)(=O)=O)cc2[N+](=O)[O-])CC1 (centres undefined),-6,-6,7,48,32,-19,3,-7,-7
Fc1ccc(CNc2cnccn2)cc1,3,2,0,-225,-13,-8,0,-1,-25[20 µM]
C/C(=N\NC(=S)NC1CCCCC1)c1ccc(O)cc1,-6,6,-9,23,-5,-7,1,10,-15
Cc1ccc(N(Cc2cc3ccccc3[nH]c2=O)C(=O)c2cccs2)cc1C,-8,-2,-3,-24,-7,-5,-3,0,-13
COCCCNCC(O)COc1ccccc1F (centres undefined),-2,-6,-7,-20,1,-8,3,-1,-33
Cc1ccc(-c2cc(C(F)(F)F)n3nc(C(=O)NCCCn4ccnc4)cc3n2)cc1C,-12,-5,-18,-350,-12,-17,-1,2,-14[20 µM]
COc1ccc(C)cc1NC(=O)CN1C(=O)c2cccc3cccc1c23,-13,-38,6,-62,-4,-13,1,-25,-16[20 µM]
CC(C)(C)C(=O)Nc1nc2c(c(=O)[nH]1)CCCC2,-5,4,2,31,5,-5,-3,-2,-7

Single entries from the list:
`Cc1ccc(NC(=O)CSc2nnc(-c3ccncc3)n2C)cc1S(=O)(=O)N1CCOCC1` in Runt-CBFb FRET has 0
`COc1cc(O)c(C(CCN2CCCC(C)C2)c2ccc(N(C)C)cc2)c(OC)c1` (centres undefined) in NCF1 inh has 15
`C/C(Cl)=C\CSc1nnc2n(N)c(=O)c3ccccc3n12` in RBBP9 inhibitor has -4

(cont.)
Structure,RBBP9 inhibitor,Runt-SMMHC FRET,NCF1 inh,Calpain2 inh,TbHK1 inh,EBV gp42 block,p97 inhibitor,Runt-CBFb FRET,Furin inhibitor
CC1CC(C)(C)NC(=S)N1CC(=O)NCc1ccccc1Cl (centres undefined),-9,2,-2,-3,30,-17,3,1,-9
Cc1ccc(NC(=O)CN(C)C(=O)CCC(=O)c2cccs2)cc1,-8,-2,-9,14,3,-3,-5,0,-14
CCOC(=O)CC(=O)CSc1nc2ccccc2c(=O)n1-c1ccc(C(=O)NCCOC)cc1,-10,-1,-10,0,-3,-13,-4,0,-18[20 µM]
C=CCn1c(SCC(=O)Nc2ncc(Cc3ccc(C)c(Cl)c3)s2)nnc1-c1ccncc1,0,5,3,-5,-3,-9,1,-2,-21
CCOc1nsc(OCC)n1,-9,-2,6,-3,-3,-16,9,1,-15
Cc1c(/C=N/O)sc2ccccc12,1,3,0,-23,4,3,7,0,-19
Cc1onc(-c2ccc(Cl)cc2)c1-c1ccnn1S(=O)(=O)c1cccc(C(F)(F)F)c1,-6,-5,-14,8,2,-13,7,0,-7
Nc1ccc(C(=O)OCCCc2nc3ccccc3[nH]2)cc1,-11,-2,0,-7,-5,-13,-5,-2,-29[20 µM]
COc1cccc(/C=N/Nc2ncc(C(F)(F)F)cc2Cl)c1O,-5,-5,-11,15,74*,11,-3,-12,3
CCn1cc([N+](=O)[O-])c(C(=O)Nc2nc(-c3ccc(C)cc3)c(C)s2)n1,-4,0,-11,-29,-18,-9,-1,-4,-8[20 µM]
COc1ccc(-c2csc(N)n2)cc1F,-9,4,0,15,-2,2,-1,2,-19
CC(Cc1cccs1)NC(=O)Nc1ccc([N+](=O)[O-])cc1 (centres undefined),-9,2,-4,11,-23,3,-1,0,-10
CC12Cc3ccc4ccccc4c3C=C1C[N+](C)(C)C2 (centres undefined),-5,2,-4,-2,-17,-7,-2,2,-18[20 µM]
CNC(=O)c1ccc(OCc2ccccc2)c(OC)c1,0,-7,-2,-5,1,-13,2,0,-10[20 µM]
CCc1nnc2n1N=C(c1ccc(OC)cc1)CS2,2,7,1,1,-11,2,-1,-1,-8[20 µM]
CCC(=O)N1CCc2cc(S(=O)(=O)NCCC(=O)N3CCN(Cc4ccccc4)CC3)ccc21,-4,2,2,-16,-2,-13,1,1,-27
COc1ccc(OC)c(C2NC(=O)NC(C)=C2C(=O)Nc2ccc(C)cc2C)c1 (centres undefined),-7,-2,-9,-20,4,-7,1,31,-22
CC(C)CN1C(=O)NC(NC(=O)c2cccnc2)(C(F)(F)F)C1=O (centres undefined),1,5,-5,13,24,-2,-3,-2,-9
O=C(NNC(=O)c1ccc(NC(=O)c2ccccc2)cc1)c1ccccc1,2,-1,-14,-2,1,-14,2,-2,-27
Cc1ccccc1/C=C1\SC(=S)N(/N=C/c2cc([N+](=O)[O-])ccc2O)C1=O,-1,1,-17,-87,-6,-20,8,5,-20
CS(=O)(=O)c1ccc2nc(NC(=O)c3cccc(NS(=O)(=O)c4ccc(F)c(F)c4)c3)sc2c1,-18,0,-60,-58,-21,-23,5,-1,-14
C=CCc1ccc(OCC(O)COCC)c(OC)c1 (centres undefined),-1,0,6,20,-4,-7,-1,0,-30
CCOC(=O)c1ccc(NC(=S)N2CCN(Cc3ccccc3)CC2)cc1,-8,-6,-19,-1,8,-4,0,-2,-30
COc1ccc(OC)c(NC(=O)CCNC(=O)Cn2cnc3ccccc3c2=O)c1,-4,-15,5,42,-3,-6,5,3,-24

TbHK1 inh: hit marks shown above.
Structure,RBBP9 inhibitor,Runt-SMMHC FRET,NCF1 inh,Calpain2 inh,TbHK1 inh,EBV gp42 block,p97 inhibitor,Runt-CBFb FRET,Furin inhibitor
COc1cccc(/C=N/Nc2ncc(C(F)(F)F)cc2Cl)c1O,-5,-5,-11,15,74*,11,-3,-12,3

Screens (PubChem)
